High-throughput results as filed in PubChem.
LYP inhibition: inhibitors of LYP phosphatase, biochemical, fluorescence intensity, uHTS (AID 1779). recombinant LYP phosphatase, fluorescence intensity; higher % means a stronger effect. inhibition, % at 11.5 µM, or IC50 in µM where a hit was titrated. 0.054% of 290,000 active;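 further: plate controls were vehicle with enzyme for no effect and no enzyme for full effect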
HIV peptide binding: cell-free HIV fusion peptide-binding blockers – biochemical, uHTS, fluorescence dequenching, primary screen (AID 1986) | one-dose inhibition, % at 20 µM; IC50 in µM for titrated hits | 0.3% of 290,000 active | cell-free peptide binding, fluorescence dequenching, 30 min; higher % means a stronger effect; in the data active means inhibition mostly above about 52%, no sharp cut-off; inactive means mostly below about 76%; further: some results filed as inactive read as strong as hits
KOR beta-arrestin-1: KOR antagonists, beta-arrestin recruitment, cell-based, luminescence, uHTS (AID 1778) | KOR beta-arrestin recruitment, luminescence, antagonist mode; higher % means a stronger effect | inhibition, % at 10 µM; hits with a dose series show IC50 in µM | 0.091% of 290,000 active; further: strong numbers were not always called active
NOD2 inhibition: inhibition of NOD2-driven NF-kB reporter – cell-based, luminescence, uHTS, HEK293 (AID 1566); one-dose inhibition, % at 4 µM; EC50 in µM for titrated hits; 0.63% of 290,000 active; HEK293 NOD2/NF-kB luciferase reporter, luminescence; higher % means a stronger effect; further: many of its hits are not listed in these tables
KOR beta-arrestin-2: KOR agonists, beta-arrestin recruitment, primary screen, cell-based, luminescence, uHTS (AID 1777) | KOR beta-arrestin recruitment, luminescence; higher % means a stronger effect | one-dose activation, % at 10 µM; EC50 in µM for titrated hits | 0.02% of 280,000 active; in the data active means activation above about 50%, passing the limit was not always enough; further: a part of the inactive calls stands beside numbers as strong as those of hits
Myeloid diff MLP: compounds promoting myeloid differentiation; calls only at 10 µM; ER-HoxA9 myeloid progenitors, lysozyme-GFP differentiation, flow cytometry; 1% of 360,000 active; AID 624256;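 active means normalized GFP-positive differentiation at or above the plate's own cutoff, the solvent-only control mean plus 3 SD; inconclusive means no clear call, values can overlap the other calls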;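 further: cells exposed to compound for four days before flow analysis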
NOD1 inhibition: NOD1 signaling inhibitors, primary screen, cell-based, luminescence, uHTS (AID 1578); NOD1-driven NF-kB luciferase reporter cells, luminescence; higher % means a stronger effect; one-dose inhibition, % at 4 µM; EC50 in µM for titrated hits; 1% of 290,000 active; in the data active means inhibition mostly above about 36%, no sharp cut-off; inactive means mostly below about 34%;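 further: HEK-293T reporter cells stimulated with the NOD1 agonist gamma-tri-DAP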
Salmonella PhoP GFP: inhibitors of PhoP regulon expression, primary screen, Salmonella Typhimurium, GFP reporter (AID 1863); S. Typhimurium PhoP-regulated promoter GFP reporter, 4 h; higher % means a stronger effect; inhibition, % at 50 µM; hits with a dose series show IC50 in µM; 0.16% of 300,000 active;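 active means inhibition over 29.93%, a cutoff 3 SD above the screen mean, later confirmed by dose response; inconclusive means inhibition over 29.93% but no dose response follow-up; inactive means inhibition at most 29.93% or unconfirmed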;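 further: 0% = low Mg2+ inducing control and 100% = high Mg2+ repressing control; strong numbers were not always called active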
Siah-1 displacement: blockers of Siah-1 interaction with plectin peptide – biochemical, fluorescence polarization, rhodamine-plectin, uHTS, primary screen (AID 1817); Siah-1 / rhodamine-plectin peptide fluorescence polarization; higher % means a stronger effect; 0.02% of 290,000 active; displacement, % at 20 µM, or IC50 in µM where a hit was titrated;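 active means displacement of at least 50% at 20 µM, with a fluorescence ratio check between 0.3 and a set limit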;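 further: plate controls were Siah plus tracer with DMSO for no effect and tracer alone without Siah for full effect; strong numbers were not always called active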
Myeloid diff MLP GFP+ MAC1+ %: also measured in Myeloid diff MLP; calls as there; GFP+ MAC1+ double positive, %; measured here: differentiation confirmed by MAC1 staining
Numbers without * were called inactive; i = inactive; ? = inconclusive; nt = no result given; [ ] = dose if it differs, or a comment. Unless noted, no stated cut-off is given here; in the data, active means inhibition above about 50%; inactive means the rest. These rows are one share of the data; rates above refer to the full screens.

SMILES | LYP inhibition | HIV peptide binding | KOR beta-arrestin-1 | NOD2 inhibition | KOR beta-arrestin-2 | Myeloid diff MLP | Myeloid diff MLP GFP+ MAC1+ % | NOD1 inhibition | Salmonella PhoP GFP | Siah-1 displacement
O=C(CSC(=S)N1CCOCC1)c1ccccc1 | 1% | -0.3% | 19% | -52% | 1.3% | i | 0.3 | -23% | -2% | 3%
Cn1nnnc1SCc1ccc(C(=O)Nc2ccc(Br)cc2)cc1 | 7% | 0.9% | -37% | -62% | 6.8% | i | 0.4 | -7% | -4% | 4%
CC(=O)c1ccc(NC(=O)c2cnsn2)cc1 | 0% | -0.9% | 2% | -95% | -3.9% | i | 0.4 | 44% | 2% | 1%
Cc1ccccc1N=C1NN=C(c2ccccc2F)CS1 | -3% | -0.7% | 21% | -44% | 1.0% | i | 1.1 | -19% | 6% | -11%
Cc1ccc(NC(=O)COC(=O)Cc2cccs2)c(Br)c1 | -8% | -1.8% | -11% | 1% | 6.6% | i | 2.4 | 2% | -3% | -4%
CS(=O)(=O)N1CC(C(=O)NC2CC2)Oc2ccc(Cl)cc21 (stereo not drawn) | 3% | -2.9% | -8% | 13% | 1.8% | i | 0.4 | nt | -6% | 3%
COc1ccc(C(=O)NNC(=O)C(=O)N2CCCCC2)cc1OC | -5% | 0.2% | -6% | 10% | -1.6% | i | 0.0 | -11% | 6% | 4%
CCOc1ccc(Cl)cc1S(=O)(=O)n1nnc2ccccc21 | 0% | 2.3% | 43% | 24% | 2.3% | i | 2.2 | -8% | 0% | 0%
Cc1cccc(/C=N\N=C\c2cccc(C)c2)c1 | -3% | -0.4% | -27%[20 µM] | 6% | 2.2% | i | 0.8 | -36% | 3% | 2%
CCC(C)c1c(O)nc(SCC(=O)c2ccccc2)[nH]c1=O (stereo not drawn) | -5% | -3.5% | -14% | 14% | -3.8% | i | 4.6 | -32% | 1% | -4%
CC1(C)Cc2c(c(=S)nc(-c3ccccc3)n2CCN2CCOCC2)CO1 | 3% | 1.3% | 23% | 4% | -2.1% | i | 7.6 | nt | -1% | 2%
Cc1cc(C)n(C(=O)CNC(=O)/C=C/c2ccccc2)n1 | -7% | -1.5% | 17%[20 µM] | 19% | -5.0% | i | 0.1 | 2% | -3% | 0%
CCCCCCS(=O)Cc1ccccc1 (stereo not drawn) | -3% | 1.1% | 15% | 4% | -0.8% | i | 1.4 | -10% | -4% | 2%
Cc1cc(N2CCN(C(=O)Nc3ccccc3C#N)CC2)c2ccccc2n1 | -10% | 1.2% | -33% | -6% | 4.0% | i | 0.9 | -2% | -19% | -3%
Cc1cccc(C(=O)NNC(=O)CSc2nnc(C(C)C)n2C)c1 | -8% | 0.7% | -43% | 6% | 0.0% | i | 0.4 | -16% | 2% | 4%
Cc1cccc(C(C)C)c1NC(=O)C1CCN(S(=O)(=O)c2ccccc2)CC1 | -5% | 0.2% | 4% | 4% | -2.1% | i | 1.1 | -13% | -5% | 3%
COc1ccc(N(CC(=O)NCc2ccco2)S(=O)(=O)c2c(C)nn(C)c2C)cc1 | -4% | 1.0% | -46% | -22% | 9.7% | i | 2.7 | -16% | 3% | 1%
Cc1ccccc1N(C(=O)c1csnn1)C(C(=O)NC(C)(C)C)c1ccncc1 (stereo not drawn) | -3% | -1.4% | 3% | -7% | 0.1% | i | 0.5 | -27% | -10% | 1%
COc1cc2cc(CN(Cc3cccs3)C(=S)Nc3ccc(C)cc3)c(=O)[nH]c2cc1OC | -8% | 0.3% | -33% | 10% | 4.3% | i | 0.6 | -20% | 5% | -6%
CC(C)(C)C(=O)/C=c1\[nH]c(=O)/c(=C\c2ccccc2F)s1 | -4% | -0.7% | -21% | -6% | -2.3% | nt | nt | -3% | -11% | -1%
CCCCOc1ccc(C(=O)Nc2ccc(S(=O)(=O)Nc3cc(C)on3)cc2)cc1OC | -4% | -1.8% | 5% | 7% | 0.1% | i | 1.1 | -10% | -2% | 1%
C=CCNC(=O)CN1CCN(Cc2ccc3c(c2)OCO3)CC1 | -9% | 1.8% | -52%[20 µM] | -5% | 9.9% | i | 0.5 | -2% | 1% | 0%
CN1CCN(c2oc(-c3ccccc3)nc2S(=O)(=O)c2ccc(Br)cc2)CC1 | -11% | 0.1% | -26% | 10% | 5.0% | i | 5.7 | -24% | 11% | -1%
N#C/C(=C\c1ccccc1)C(=O)Nc1cccnc1 | -11% | 0.2% | 21% | 14% | 1.9% | i | 0.2 | 11% | 5% | -1%
O=[N+]([O-])c1sccc1CS(=O)(=O)c1ccccc1 | -1% | -1.5% | 22% | 12% | 2.5% | i | 0.6 | 0% | 3% | 3%
Cc1ccccc1CS(=O)(=O)c1snnc1C | -7% | -2.0% | 1% | 1% | 4.0% | i | 1.3 | 3% | 26% | -1%
Cc1ccc(OCc2nnc(SCC(=O)NCc3ccccc3)n2C)cc1 | -6% | 1.5% | -22% | 10% | -1.2% | i | 0.8 | 1% | -15% | -3%
Cn1nc(C(C)(C)C)c([N+](=O)[O-])c1C(=O)N1CCCCCC1 | -4% | 2.6% | -43% | -2% | 0.4% | i | 0.0 | -6% | -5% | 2%
COc1cccc(C2=NOC(C(=O)NC(C)(C)C)C2)c1 (stereo not drawn) | -2% | 11% | -1% | 9% | 3.2% | i | 6.0 | -22% | 10% | 0%
CCCOc1ccc(C(=O)NNC(=S)NC(=O)c2cc(-c3ccc(Cl)cc3)nc3ccccc23)cc1 | 0% | 20µM* | 15% | 26% | -1.6% | i | 0.4 | 23% | -17% | -7%
COc1ccccc1Oc1ccc(S(=O)(=O)N2CCN(C)CC2)cc1 | -7% | 1.2% | -9% | 5% | -2.2% | nt | nt | -28% | 0% | 5%
CCOC(=O)C1(Cc2ccccc2C(F)(F)F)CCN(C(=O)c2cc(C(C)=O)n[nH]2)CC1 | -2% | 0.4% | -24%[20 µM] | 2% | nt | i | 0.2 | -14% | -7% | 4%
Cc1ccc(NC(=O)c2ccco2)c(NC(=O)c2cccs2)c1 | 1% | -1.2% | -24% | 3% | -3.1% | i | 8.2 | -12% | -2% | 1%
COc1cc(C2CC(=O)OC3=C2C(=O)CC(C)(C)C3)cc(OC)c1OC (stereo not drawn) | -2% | -1.2% | 13% | 16% | -0.3% | i | 0.0 | -38% | 2% | 0%
O=C(O)CC(NC(=O)C12CC3CC(CC(C3)C1)C2)c1cccc([N+](=O)[O-])c1 (stereo not drawn) | -3% | 1.2% | -5% | 18% | -0.9% | i | 0.1 | -14% | 11% | 1%
NC(=S)n1[nH]c(-c2ccccc2)c(N=Nc2ccccc2C(=O)N2CCOCC2)c1=O | -8% | -2.5% | 9%[20 µM] | 8% | -3.6% | i | 0.1 | -18% | 1% | 0%
COc1ccc(NS(=O)(=O)c2cccc(NC(=O)NCCCl)c2)cc1 | -7% | 0.0% | -10% | 8% | -0.4% | i | 0.2 | -22% | 13% | -3%
CN1CCC(=NNC(=O)c2ccc(N(Cc3ccc(Cl)cc3)S(C)(=O)=O)cc2)CC1 | -1% | 0.3% | 12% | 12% | 8.1% | i | 1.6 | -25% | 16% | 3%
CC1(C)NC(=O)N(CCOCCOc2ccccc2)C1=O | -11% | -1.2% | 17% | 14% | 1.8% | i | 0.8 | 16% | -5% | -7%
Cc1cc(C(=O)NNC(=O)c2ccc(C(F)(F)F)cc2)no1 | -6% | 0.5% | -21% | 25% | 5.1% | i | 0.4 | 4% | -5% | 3%
CCCCNc1ncnc2sc3c(c12)CCN(CCC)C3 | -7% | -0.2% | 18% | 18% | 2.1% | i | 0.2 | -4% | 12% | 4%
COc1ccc(-c2cc(C(=O)Nc3cc(C)nn3-c3ccccc3)no2)cc1 | -5% | -1.0% | -33% | 13% | -1.9% | i | 0.5 | -5% | 14% | -2%
O=C(COC(=O)c1ccc(Br)cc1)NCc1ccc(F)cc1 | 0% | -0.4% | -2% | 4% | -0.3% | i | 0.4 | -23% | -10% | -2%
CS(=O)(=O)c1ccc2c(c1)SC1=NC(=O)/C(=C/c3ccco3)C(=N)N12 | 3% | -0.4% | 10% | 12% | 0.2% | i | 6.9 | 4% | -10% | 3%
C/C(=N\NC(=O)c1cccc([N+](=O)[O-])c1)c1ccco1 | -7% | 9.7% | 11% | 0% | 1.2% | i | 0.1 | -5% | -7% | 18%
COc1ccc(NC(=O)c2cccc(N3C(=O)NC4CC3(C)Oc3ccccc34)c2)cc1 (stereo not drawn) | -1% | 0.4% | -4% | 6% | 0.4% | i | 0.9 | 6% | 2% | 0%
O=C1c2cc([N+](=O)[O-])cc3cc([N+](=O)[O-])cc(c23)C(=O)N1c1ccccn1 | -7% | 9.6% | 30% | 8% | -3.2% | ? | nt | 32% | -7% | -4%
CC(=O)Nc1nonc1-c1nc2ccccc2n1Cc1nnc(C)o1 | -6% | -1.1% | 15% | 0% | 3.6% | i | 0.8 | -10% | 2% | -5%
N#C/C(=C/c1cn[nH]c1-c1ccc(Br)cc1)C(=O)O | -2% | 10% | 20% | 14% | -4.4% | i | 0.4 | -11% | -8% | 7%
CCOC(=O)C(C)Oc1cccc2c(=O)n(CC(=O)NCc3ccco3)ccc12 (stereo not drawn) | -5% | -2.9% | 26% | 2% | 1.6% | ? | nt | -22% | 5% | 1%
COc1ccc(NC(=O)c2cn(C)c(=O)c3cc(OC)c(OC)cc23)cc1OC | -5% | -0.3% | 1% | 7% | 1.0% | i | 0.5 | -14% | 11% | -4%
COc1ccc(NC(=O)c2sc3nc(-c4cccnc4)ccc3c2N)cc1OC | 3% | 129% | 10% | 3% | -0.8% | i | 0.4 | -5% | -11% | 2%
Cc1cc(C)c(Cc2c(C)nc3c(C(=O)NCc4ccco4)cnn3c2C)c(C)c1 | 1% | 1.3% | 7% | 26% | -5.0% | i | 15 | 42% | 2% | -4%
CS(=O)(=O)N1CCC(C(=O)N2CCN(c3ccccc3F)CC2)CC1 | -4% | 0.6% | 5% | 1% | 3.3% | i | 0.0 | -17% | -11% | 13%
COc1cccc(CC2(CO)CCCN(Cc3ccc(-c4ccco4)cc3)C2)c1 (stereo not drawn) | -7% | 6.9% | -4% | 4% | -2.2% | i | 1.0 | -1% | -4% | 1%
CCN1C(=O)c2cccc3c(S(=O)(=O)N(C(=O)c4cccnc4)c4ccc(OC)cc4)ccc1c23 | -2% | -0.5% | 8% | 1% | 1.0% | i | 1.0 | 11% | 6% | 3%
Cc1cccc(N2CCN(C(=O)CNC(=O)c3ccccc3)CC2)c1C | -2% | -0.6% | 6% | 22% | 1.6% | i | 0.6 | -46% | -1% | 4%
